Assay outcomes as filed in PubChem BioAssay.
Granule exo inh = LAMP-1 surface exposure blockers, TALL-104 cells – cell-based, flow cytometry, MLPCN library, primary screen; TALL-104 LAMP-1 surface exposure; cells stimulated with thapsigargin and PMA; inhibition, % at 10 µM; 0.66% of 360,000 active; AID 651702, 2012;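 active = inhibition above about 55%, limit read from the data; inconclusive = no clear call, values can overlap the other calls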
aDG glyco up = activators of alpha-DG glycosylation, primary screen, uHTS, Pro5-aDG cells, AlphaScreen. alpha-DG glycosylation AlphaScreen (IIH6); 0% Pro5, 100% B10-LARGE cell signal. activation, % at 10 µM. 0.22% of 360,000 active;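 active = activation of at least 8% versus controls, or a plate z-score of at least 8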;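 note: Pro5 are CHO cells carrying HIG-tagged alpha-DG that lacks glycosylation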
MC4R ag barr = MC4R agonists recruiting beta-arrestin, primary screen, cell-based, luminescence, agonist arm of biased-ligand search | activation, % at 8.9 µM | U2OS MC4R beta-arrestin complementation; percent of melanotan II response, DMSO zero | Melanocortin receptor 4 (Homo sapiens), P32245 | 0.98% of 360,000 active;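 active = activation above a per-plate cutoff, the mean activation of sample wells on that plate plus 3 SD, cut at about 8% in these data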
ABHD5-PLIN5 inh = ABHD5-PLIN5 interaction inhibitors, primary screen, cell lysate, split luciferase complementation, luminescence | Split G. princeps luciferase complementation, 4 h | 0.78% of 360,000 active | inhibition, % at 4 µM | AID 602281, 2012 | Perilipin-5 (Homo sapiens) + 1-acylglycerol-3-phosphate O-acyltransferase ABHD5 (Homo …;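 active = inhibition above the mean inhibition across every tested compound plus 3 SD, cut at about 22% in these data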;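 note: 0% = DMSO only wells and the 100% control is not disclosed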
Target sequence (Q00G26 whole entry, looked up): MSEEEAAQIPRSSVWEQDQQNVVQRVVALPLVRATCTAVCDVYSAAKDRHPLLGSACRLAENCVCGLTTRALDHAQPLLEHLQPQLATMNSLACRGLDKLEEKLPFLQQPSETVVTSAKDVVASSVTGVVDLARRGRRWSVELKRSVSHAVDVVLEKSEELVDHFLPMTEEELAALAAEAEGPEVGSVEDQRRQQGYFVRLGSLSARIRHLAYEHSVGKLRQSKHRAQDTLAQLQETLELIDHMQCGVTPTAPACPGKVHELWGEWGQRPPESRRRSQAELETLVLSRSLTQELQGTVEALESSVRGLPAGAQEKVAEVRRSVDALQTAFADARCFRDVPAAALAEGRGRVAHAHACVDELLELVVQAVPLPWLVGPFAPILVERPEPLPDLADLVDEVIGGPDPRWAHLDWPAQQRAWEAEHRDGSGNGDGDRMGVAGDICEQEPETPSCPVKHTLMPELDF
Target sequence (Q8WTS1 whole entry, looked up): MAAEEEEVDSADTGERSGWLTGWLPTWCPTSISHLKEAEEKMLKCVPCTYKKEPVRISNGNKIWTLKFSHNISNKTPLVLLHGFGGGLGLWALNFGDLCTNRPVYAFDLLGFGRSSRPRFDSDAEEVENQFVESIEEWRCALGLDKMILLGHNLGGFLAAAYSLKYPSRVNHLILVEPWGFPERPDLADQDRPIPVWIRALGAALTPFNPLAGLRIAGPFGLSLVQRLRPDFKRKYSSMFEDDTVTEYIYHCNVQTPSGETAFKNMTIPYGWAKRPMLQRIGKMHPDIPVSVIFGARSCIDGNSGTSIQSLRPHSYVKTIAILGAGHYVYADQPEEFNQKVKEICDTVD
Cardio protect = cardioprotection against H2O2-induced cell death, primary screen, uHTS, H9c2 cells, ATPLite luminescence; H9c2 cardiomyocytes, H2O2 injury protection, 2 h; protection from H2O2 cell death, % at 20 µM; 0.63% of 360,000 active; AID 588492, 2011;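 active = compounds giving at least 50% protection of heart cells from peroxide-induced death in the single-dose screen, raw or plate-pattern-corrected value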;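 note: 0% = DMSO wells with peroxide and 100% = DMSO wells without peroxide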
N-glyco inh = increase of ERlucT glycosylation luciferase signal, primary screen, N-linked glycosylation inhibitor project, D54 ERlucT cells, luminescence, set 2 | D54 ERlucT glycosylation luciferase reporter, 24 h; percent of 100 nM tunicamycin response | reporter increase, % at 12.5 µM | 0.23% of 360,000 active | AID 588692, 2011;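 active = mean luciferase reporter signal, scaled so untreated is 0 and the glycosylation-blocking control 100, at or above a set limit in every replicate; inconclusive = mean reaches the limit but not every replicate does; inactive = mean below the limit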;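 note: luciferase carries N-glycosylation sites so blocking glycosylation raises the light; 0% = median of neutral control wells and 100% = median of 100 nM tunicamycin wells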
m5-HT2A agonist = mouse Htr2a agonists via beta-arrestin recruitment, primary screen, cell-based, luminescence. 5-hydroxytryptamine receptor 2A (Mus musculus), P35363. CHO-K1 mHTR2A beta-arrestin complementation; percent of 30 µM serotonin response. activation, % at 7.6 µM. 0.66% of 360,000 active;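 active = activation above a run cutoff, the mean activation of all tested compounds plus 3 SD, cut at about 14% in these data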;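 note: 0% = plate median of compound wells and 100% = 30 µM serotonin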
ABCB6 inh MLPCN = ABCB6 transporter inhibitors, primary screen, K562-ABCB6 cells, flow cytometry, MLPCN library. ATP-binding cassette sub-family B member 6 (Homo sapiens), Q9NP58. K562-ABCB6 porphyrin accumulation, 1 h; hits give low values. fluorescence ratio to DMSO, % at 10 µM. 0.19% of 360,000 active. AID 602162, 2011;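 active = fluorescence ratio to DMSO below 75%, the collection mean minus 3 SD; inconclusive = too few cells collected in the well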;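 note: signal is porphyrin accumulated inside mitochondria; 100% equals median channel fluorescence of DMSO control wells; lower ratio means ABCB6 inhibition with less porphyrin fluorescence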
iPSC survival up = enhancers of single-cell hiPSC survival, primary screen, ATPlite luminescence; 100% = ROCK inhibitor wells, 0% = DMSO; survival enhancement, % at 20 µM; 0.044% of 360,000 active; in the data active = survival enhancement above about 18%;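 note: cells exposed to compounds for 16 hours before the ATP read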
MC4R antagonist = MC4R antagonists of cAMP signaling, primary screen, cell-based, TR-FRET, antagonist arm of biased-ligand search; inhibition, % at 6.5 µM; MC4R-expressing cells, MTII-stimulated cAMP, LANCE TR-FRET; Melanocortin receptor 4 (Homo sapiens), P32245; 0.48% of 360,000 active;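 active = inhibition above its plate's cutoff, the mean of tested wells on that plate plus 3 SD, cut at about 29% in these data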;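 note: 0% = Melanotan II alone and 100% = Melanotan II plus saturating MCL0020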
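Assay system: U2OS-MC4R stable cell line; Also added: Melanotan II; Technique: Eu-cAMP/anti-cAMP TR-FRET, emission 671 nm; Times: 30-min compound, 1-h challenge, 1-h detection, room temperature.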
Numbers without * were called inactive; ? = inconclusive; . = not tested or not shown.

The line under a structure holds: ABCB6 inh MLPCN	m5-HT2A agonist	iPSC survival up	N-glyco inh	MC4R antagonist	ABHD5-PLIN5 inh	aDG glyco up	Granule exo inh	MC4R ag barr	Cardio protect
O=C(COC(=O)C1CCC1)c1c[nH]c2ccccc12
→ 96	0	-0.4	3	-5	0	-0.3	4	-3.2	-5
Cc1ccc(C(=O)NCc2ccccn2)cc1S(=O)(=O)N1CCOCC1
→ 97	7	-0.6	-1	-5	3	0.3	9	-2.8	4
COc1ccc(OC)c(/C=C2\Oc3cc(OCC(=O)N4CC(O)C[C@H]4C(=O)O)ccc3C2=O)c1 (stereo partly specified)
→ 103	6	-2.4	-1	-26	3	0.9	-3	0.8	5
Cc1ccc(-c2c[n+](Cc3ccc(Cl)cc3)c3n2CCC3)cc1
→ 104	-2	-0.6	5	8	1	0.0	1	-0.5	-10
Cc1cccc(C(=O)C2CCN(S(=O)(=O)c3ccc(C(=O)O)cc3)CC2)c1
→ 98	-7	-0.1	3	5	-1	-0.1	5	-1.4	-1
Cc1cc(C)c(CSc2nnnn2-c2ccc(C(=O)O)cc2)c(C)c1
→ 96	3	0.0	-1	11	4	-0.1	1	0.8	-2
C=C(C)CN(CC)C(=O)CSc1ccc(S(=O)(=O)N2CCN(Cc3ccccc3)CC2)cn1
→ 107	-3	-2.0	-3	-1	-10	0.3	14	0.0	-9
NC(=O)C1=C[C@@H](c2csc3ccccc23)C[C@@H](OCCCCO)O1
→ 100	2	-0.2	0	6	10	0.3	8	1.4	1
Cn1c(=O)cc(SCC(=O)N2CCN(Cc3ccc4c(c3)OCO4)CC2)c2ccccc21
→ 94	-3	-2.6	.	-1	-5	-0.1	-1	-0.5	28
COc1ccccc1C(=O)Nc1c(C)n(C)n(-c2ccccc2)c1=O
→ 89	2	1.1	1	4	2	-0.1	-1	0.0	4
Cc1ccc(S(=O)(=O)/N=C2\SC(CC(=O)Nc3ccc(F)cc3)C(=O)N2c2ccccc2)cc1 (stereo unspecified)
→ 103	-7	-0.9	-2	3	-2	-0.2	-2	-2.3	-5
COc1ccc(-c2ccc3oc(-c4ccc(OC)cc4)c(C#CCCO)c3c2)cc1
→ 96	-6	0.1	-7	-1	-4	0.9	-5	11*	-13
C[C@H](NC(=O)N1CCn2c1nc1ccccc12)C(=O)NCCc1ccccc1
→ 103	-6	0.1	2	-1	3	0.1	-4	-0.2	11
CCC1(c2ccc(F)cc2)NC(=O)N(CC(=O)N2CCc3ccccc3C2)C1=O (stereo unspecified)
→ 105	3	-0.2	1	-4	0	0.1	1	-0.1	-4
C=CCN(C(=O)CCC(=O)O)C1CC(=O)N(c2ccc(OCCC)cc2)C1=O (stereo unspecified)
→ 103	-3	-1.3	0	9	2	0.1	2	-1.4	1
Cc1c(C(=O)O)oc2c1/C(=N\O)CCC2
→ 100	-2	2.5	4	-2	-3	-0.1	-4	-2.3	2
O=C(Nc1ccc(Cl)cc1)c1cccc(N2C(=O)C3C4CCC(C4)C3C2=O)c1 (stereo unspecified)
→ 93	2	6.5	-2	-6	11	0.2	-5	0.9	-1
CSc1c(CC(=O)Nc2ccc(F)cc2)n(Cc2ccccc2)c2ccccc12
→ 96	0	-2.2	-3	0	-11	0.3	3	0.4	-8
Cc1cc(C)c(S(=O)(=O)/N=C2\C=C(Nc3ccc(C(=O)O)cc3)C(=O)c3ccccc32)c(C)c1
→ 102	-4	-0.6	-4	-3	-8	0.8	8	-2.9	-19
Cc1ccc(S(=O)(=O)Nc2ncc(C(F)(F)F)cc2Cl)cc1
→ 90	3	0.7	1	5	2	0.4	-1	-1.9	-2
O=C(NNS(=O)(=O)c1ccc2ccccc2c1)c1cccnc1
→ 99	3	1.2	2	-3	-3	-0.1	0	-3.0	5
Cc1nn(C)cc1C(C)NC(=O)c1cc(COc2ccc(F)c(F)c2)on1 (stereo unspecified)
→ 97	-9	0.8	0	0	-5	0.1	-4	-3.1	-4
CCOC(=O)c1sc(=NC(=O)c2ccccc2Br)n(C)c1C
→ 97	3	-0.5	-4	10	7	0.2	3	0.2	-4
C=CCn1c(SCc2nc3ccccc3c(=O)[nH]2)nc2scc(C3CC3)c2c1=O
→ 103	1	-0.6	0	8	1	0.2	-2	7.4	13
Cc1nc2nc(CC(=O)O)[nH]n2c(=O)c1[N+](=O)[O-]
→ 100	2	0.1	2	3	5	-0.1	-4	0.1	-5
Cc1cc(C(=O)Nc2cccc([N+](=O)[O-])c2C)cs1
→ 102	4	-0.2	2	8	-3	0.2	-3	-2.4	2
Cc1ccc2c(C)c(C(=O)N3CCC(C(N)=O)(N4CCCCC4)CC3)oc2c1C
→ 102	1	2.7	-3	-2	-4	0.3	0	1.7	5
Cc1ccc(C(=O)NCCNC(=O)c2ccc(C)o2)o1
→ 95	-4	-0.3	3	0	6	0.0	-15	-2.8	2
COc1ccccc1CCNC(=O)c1cnn2c(C(F)F)cc(C)nc12
→ 100	-11	-0.5	-2	-2	-2	0.1	-6	-1.2	2
COc1ccccc1N1CCN(C(=O)CCc2c[nH]c3ccccc23)CC1
→ 95	3	1.5	2	6	-5	0.1	-5	-2.6	-3
COc1ccc(S(=O)(=O)N2CCOCC2)cc1NC(=O)Cc1ccsc1
→ 93	0	1.7	2	10	8	-0.2	-1	-1.3	5
Cc1cc(NC(=O)CCCn2ccc([N+](=O)[O-])n2)n(Cc2ccc(F)cc2)n1
→ 98	5	-0.7	1	16	2	0.2	-9	-1.3	4
COc1cccc(OCCn2cc(C=O)c3ccccc32)c1
→ 93	-3	-0.3	-8	-1	2	0.3	7	-1.0	-6
Cc1cc2n(n1)SC(Nc1cccc3ccccc13)N2 (stereo unspecified)
→ 88	-1	1.1	2	-4	-11	1.8	1	-3.4	-5
Cn1c2ccccc2c2c(C(=O)NCC3CCCO3)cn(C3CCCC3)c(=O)c21 (stereo unspecified)
→ 93	-3	-1.7	1	11	-4	-0.1	-4	1.2	6
CC1=C(C(N)=O)C(c2cccs2)NC(=O)N1 (stereo unspecified)
→ 99	-2	1.3	0	8	-2	-0.1	6	-2.1	9
O=C(Nc1ccc(F)cc1)c1ccc(CN2CCc3ccccc3C2)cc1
→ 93	-10	0.4	-1	2	0	-0.1	-7	1.9	3
c1c2c(cc3sc(N4CCOCC4)nc13)OCCO2
→ 94	4	-5.5	-20	-6	-5	0.1	0	0.0	-36
CCOC(=O)C(=O)N1CCC(Cc2ccccc2)CC1
→ 95	-3	0.6	0	13	-2	-0.5	-2	-1.1	0
COc1ccc(-c2nnc(SC)n2C)cc1
→ 98	1	0.8	3	3	3	2.9	-1	0.4	4
O=C(CN1C(=O)C2CCCCC2C1=O)Nc1nc(-c2ccc(F)cc2)cs1 (stereo unspecified)
→ 97	7	-0.5	-1	18	-11	0.2	18	2.1	38
Cc1ccc(S(=O)(=O)N2CCCC(C)C2)cc1 (stereo unspecified)
→ 100	-1	-0.6	0	7	-8	0.0	14	0.7	-8
CCCCNCC1C(Oc2ccc(Cl)cc2)C(=O)N1c1ccccc1C (stereo unspecified)
→ 96	-1	0.8	-3	5	3	2.3	-3	0.2	-11
COc1ccccc1NC(=O)N(CCN1CCCC1)Cc1cc2cc(C)ccc2[nH]c1=O
→ 101	-2	-0.5	-5	6	0	0.0	1	-1.6	9
COC(=O)C1=C(N)OC2=C(C(=O)CC(C)(C)C2)C1c1cccs1 (stereo unspecified)
→ 101	4	0.5	5	12	0	-0.1	-2	0.7	3
CCn1cc(/C=C(\NC(=O)c2ccc(OC)c(OC)c2)C(=O)NCCN2CCOCC2)c2ccccc21
→ 113	-1	0.0	0	-2	7	-0.2	-1	-0.6	3
NS(=O)(=O)c1ccc(CNC(=O)c2cnccn2)cc1
→ 96	4	-0.7	1	-1	9	0.0	2	1.4	6
CCOC(=O)c1c(C)[nH]c(C(=O)N/N=C/c2ccc(OC)c(OC)c2)c1C
→ 102	-5	-0.5	?	-16	-6	-0.2	-10	-1.7	16
CSCCC(NC(=O)c1ccccc1Br)C(=O)N1CCN(C/C=C/c2ccccc2)CC1 (stereo unspecified)
→ 99	-5	-0.1	-3	2	-2	3.6	-3	0.1	-1
COc1ccccc1N1CCN(S(=O)(=O)c2ccc(-c3ccc(=O)[nH]n3)o2)CC1
→ 98	-3	0.7	0	0	-1	0.7	-1	-2.9	-1

Additional records follow:
The line under a structure holds: ABCB6 inh MLPCN	m5-HT2A agonist	iPSC survival up	N-glyco inh	MC4R antagonist	ABHD5-PLIN5 inh	aDG glyco up	Granule exo inh	MC4R ag barr	Cardio protect
Cc1c(C(=O)NCc2ccc3c(c2)OCO3)sc(=O)n1Cc1ccc(S(=O)(=O)N(C)C)cc1
→ 104	4	-1.8	-6	-5	5	0.3	7	0.3	-7
CC(C)(C)NC(=O)CN1C(=O)c2cccc3cccc1c23
→ 92	5	-1.9	-1	4	2	0.2	-8	-1.5	2
O=C(Nc1c(C(=O)C2CC2)oc2ccccc12)c1ccc(Cl)cc1
→ 106	5	2.6	-1	-1	-6	-0.2	-8	0.7	2
Cc1cc(NC(=O)/C=C/c2ccc(Cl)cc2)no1
→ 97	-1	-0.8	4	-1	0	0.0	-2	3.2	-4
CC1(C)Cc2nc3sc(C(=O)NCCO)c(N)c3cc2CO1
→ 101	4	-2.1	0	-1	-5	-0.4	0	-2.0	3
O=C(CCCOc1ccc(Cl)cc1Cl)N/N=C\C1CCCCC1
→ 101	3	-2.9	0	8	3	-0.1	-2	2.5	-8
CCOC(=O)c1c(C)c(C(=O)NC(C)COC)c(C)n1C (stereo unspecified)
→ 109	-6	-0.6	-1	-1	-6	0.0	0	-0.7	1
O=C(COC(=O)c1ccc(-c2ccccc2)cc1)Nc1ccccc1-c1ccccc1
→ 91	4	-0.3	-2	9	-3	-0.1	-4	0.7	-17
CCCCCc1ccc(S(=O)(=O)Nc2cc(C)ccn2)cc1
→ 90	0	-0.4	1	-2	-2	0.0	0	-0.7	-6
Cc1cccc(N2CN=c3s/c(=C\c4ccccn4)c(=O)n3C2)c1
→ 97	-3	4.1	1	12	-1	0.0	-17	1.0	-2
COc1ccc(C(CNC(=O)CNC(=O)c2cccc(Cl)c2)N2CCCC2)cc1 (stereo unspecified)
→ 89	-9	-0.5	-3	4	-4	0.0	-2	-1.7	2
